Source: PubChem BioAssay (National Center for Advancing Translational Sciences (NCATS))
Pf growth 96h = inhibits malaria parasite growth, 96 h; P. falciparum luciferase reporter growth, 96 h; Potency, µM (top dose mostly 28.7 µM), for inactives: at the highest dose activity change, negative = inhibition, actives largely listed as inhibitors; 320,000 tested, 6.9% active; AID 504834; note: potency is the fitted concentration of half-maximal effect; % is set by controls: 0 for no effect and ±100 for the full control effect
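Erythrocytes infected with luciferase-expressing P. falciparum were dispensed at 2% hematocrit and 0.05% parasitemia (final), then incubated with compounds 96 hours at 37 C in 5% CO2. Luminescence after detection reagent addition reported growth.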
Shiga inhibitor = inhibitors of Shiga toxin in Vero cells. inhibition, % at 38.7 µM. Vero cells, Shiga toxin protein synthesis inhibition reporter. 290,000 tested, 9.2% active; in the data active = inhibition mostly above about 28%, no sharp cut-off; inactive = mostly below about 43%; note: 0% is about no effect
Pf growth 48h = inhibits P. falciparum growth in the first generation, 48 h; P. falciparum luciferase growth in erythrocytes, 48 h; Potency, µM (top dose mostly 28.7 µM), for the others: at the highest dose activity change, negative = inhibition, most hits filed as inhibitors; 310,000 tested, 5.9% active; AID 504832; note: potency is the fitted concentration of half-maximal effect; % is set by controls: 0 for no effect and ±100 for the full control effect
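Luciferase-expressing parasites in RBCs, 2% Hct / 0.1% parasitemia final; RPMI 1640 + 0.5% Albumax; 37 C, 5% CO2, one generation; luminescence read-out, lower signal = inhibition.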
Cycloheximide cs = counter-screen hit for Shiga toxin inhibitors, cycloheximide; cell reporter, cycloheximide protein synthesis inhibition counterscreen; max response, %; 300,000 tested, 12% active; AID 2314; in the data active = max response mostly above about 13%, no sharp cut-off; inactive = mostly below about 14%; note: read at 38.3 µM for the half of the compounds with a filed dose; 0% is about no effect
Tb PYK inh = blocks Trypanosoma brucei pyruvate kinase. Q57TT1. TbPYK enzyme, Kinase-Glo Plus ATP luminescence, 45 min. Potency, µM (highest dose often 76.8 µM), inactives show at the top dose activity, negative = inhibition, actives largely listed as inhibitors. 410,000 tested, 0.12% active; note: potency is the fitted concentration of half-maximal effect; % is set by controls: 0 for no effect and ±100 for the full control effect; nearly all actives have a fitted effect of over 50% in size
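T. brucei PYK with substrate was exposed to pin-transferred compounds across a concentration series, then started with 130 uM ADP (final). After 45 min at room temperature, Kinase-Glo Plus luminescence was read, normalized and curve-fitted.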
LmPK inhibitor = LmPK (Leishmania mexicana) enzyme inhibition; Q27686; purified LmPK, Kinase-Glo ATP luminescence, 1 h; Potency, µM (top dose mostly 57.5 µM), for the others: at the top dose activity change, negative = inhibition, most hits filed as inhibitors; AID 1721; 290,000 tested, 0.37% active; note: potency is the fitted concentration of half-maximal effect; % is set by controls: 0 for no effect and ±100 for the full control effect
Target sequence (Q27686 whole entry, looked up): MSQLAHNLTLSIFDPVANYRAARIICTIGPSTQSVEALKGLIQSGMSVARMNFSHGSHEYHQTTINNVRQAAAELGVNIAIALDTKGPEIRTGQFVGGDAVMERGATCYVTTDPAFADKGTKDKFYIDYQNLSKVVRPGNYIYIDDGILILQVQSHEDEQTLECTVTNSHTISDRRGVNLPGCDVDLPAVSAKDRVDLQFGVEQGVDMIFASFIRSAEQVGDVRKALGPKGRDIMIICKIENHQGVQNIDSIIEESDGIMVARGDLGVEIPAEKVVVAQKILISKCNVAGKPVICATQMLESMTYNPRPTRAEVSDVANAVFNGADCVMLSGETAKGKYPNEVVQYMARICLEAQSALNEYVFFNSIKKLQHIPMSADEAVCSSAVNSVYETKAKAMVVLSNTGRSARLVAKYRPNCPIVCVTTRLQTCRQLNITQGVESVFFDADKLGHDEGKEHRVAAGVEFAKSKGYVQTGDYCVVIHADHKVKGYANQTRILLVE
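Screened at intermediate enzyme activity to detect both inhibitors and activators: LmPK at 0.1 nM, with a 0.5 nM enzyme column as activation reference. PEP 0.5 mM, ADP 0.1 mM; ATP detected by luminescence after 1 h.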
AmpC inh no detg = AmpC beta-lactamase inhibition without detergent | 330,000 tested, 0.52% active | Potency, µM (doses to about 57.1 µM), for the others: at the top dose activity change, negative = inhibition, most hits filed as inhibitors | AmpC nitrocefin hydrolysis, absorbance 480 nm, 0.0001% Triton | P00811 | AID 485341;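 note: potency is the fitted concentration of half-maximal effect; plate controls were no compound for no effect and no enzyme for full effect; nearly all actives have a fitted effect of over 20% in size; some results filed as inactive show a strong effect at the top dose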
Target sequence (P00811 whole entry, looked up): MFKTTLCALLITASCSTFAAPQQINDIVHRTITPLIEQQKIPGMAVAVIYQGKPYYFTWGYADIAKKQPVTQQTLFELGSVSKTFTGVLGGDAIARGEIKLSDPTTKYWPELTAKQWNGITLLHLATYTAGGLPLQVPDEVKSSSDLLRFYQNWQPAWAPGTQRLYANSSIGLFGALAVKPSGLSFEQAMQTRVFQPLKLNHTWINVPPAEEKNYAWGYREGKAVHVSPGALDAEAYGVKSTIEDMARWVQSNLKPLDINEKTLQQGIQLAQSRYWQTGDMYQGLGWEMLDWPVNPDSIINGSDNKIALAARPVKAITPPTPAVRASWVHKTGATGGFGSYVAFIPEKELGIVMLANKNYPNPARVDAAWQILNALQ
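20 mM phosphate pH 7.0 + 0.01% (detergent screen) or 0.0001% Triton X-100; 5.3 nM AmpC reagent; cpd preinc 15 min RT; nitrocefin (800 uM stock) to start; A480 q20 s × 4 min; Activity was normalised to no-enzyme and no-compound control wells.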
Numbers without * were called inactive; i = inactive; ? = inconclusive; / = no result given; & = joins results of further samples; [ ] = remark or other dose. Unless noted, calls come from the whole dose curve; as a rule, active = well fitted curve in the direction sought with a large enough effect; inconclusive = small, poorly fitted or top-dose-only effect, or another doubt; inactive = no such curve, though single readings can be large; an effect the other way counts as inactive or inconclusive.

SMILES	Pf growth 96h	Shiga inhibitor	Pf growth 48h	Cycloheximide cs	Tb PYK inh	LmPK inhibitor	AmpC inh no detg
Cc1ccc(C(=O)NNC(=O)CCC(=O)NCc2ccccc2)cc1Br	-6%	20	2%	1	0%	-10%	-4%
NC1=NC(=O)C(Cc2ccccc2)S1 (centres undefined)	-19%	-24	24%	0	-6%	-2%	-7%
Cn1c(=O)[nH]c(=O)c2c1nc(CN1CCOCC1)n2CCCO	29%	-16	20%	-5	-2%	0%	-6%
CCOC(=O)Cn1c(N)c(C(=O)OC)sc1=S	5%	16	18%	-3	-14%	0%	-13%
Cc1ccc2nc(-c3ccc(Br)o3)oc(=O)c2c1	/	-3	15%	-2	1%	-4%	-21%
CCOC(=O)c1cc(NC(=O)N(C)C2CCCCC2)c(C)nc1C	26%	4	9%	0	-1%	0%	7%
CCN(CC)S(=O)(=O)c1ccc(OC)c(NC(=S)Nc2cc(C)ccc2C)c1	-21%	-14	-19%	-1	/	-3%	-26%
Cc1cc(=O)oc2cc(OCC(=O)N3CCN(Cc4ccc5c(c4)OCO5)CC3)ccc12	?	-5	-19%	1	0%	-11%	118%[activator]
O=C1NC(=O)C(CCc2ccncc2)(C2CCCCC2)C(=O)N1	/	19	12%	-2	5%	-6%	3%
Cc1ccc(Oc2ncccc2C(=O)NC2CCSC2=O)cc1 (centres undefined)	31%[1.15 µM]	-17	38%[activator]	6	-7%	-1%	-1%
Cn1c(=NC(=O)C2CCCCC2)sc2cc([N+](=O)[O-])ccc21	31%[activator]	99*	42%[activator]	42*	2%	1%	1%
O=C(c1ccc(F)cc1F)N1CCCC(c2nc(-c3cccs3)no2)C1 (centres undefined)	-14%	29	21%	3	4%	0%	10%

Entries above that have sulfur, in the order listed:
SMILES	Pf growth 96h	Shiga inhibitor	Pf growth 48h	Cycloheximide cs	Tb PYK inh	LmPK inhibitor	AmpC inh no detg
NC1=NC(=O)C(Cc2ccccc2)S1 (centres undefined)	-19%	-24	24%	0	-6%	-2%	-7%
CCOC(=O)Cn1c(N)c(C(=O)OC)sc1=S	5%	16	18%	-3	-14%	0%	-13%
CCN(CC)S(=O)(=O)c1ccc(OC)c(NC(=S)Nc2cc(C)ccc2C)c1	-21%	-14	-19%	-1	/	-3%	-26%
Cc1ccc(Oc2ncccc2C(=O)NC2CCSC2=O)cc1 (centres undefined)	31%[1.15 µM]	-17	38%[activator]	6	-7%	-1%	-1%
Cn1c(=NC(=O)C2CCCCC2)sc2cc([N+](=O)[O-])ccc21	31%[activator]	99*	42%[activator]	42*	2%	1%	1%
O=C(c1ccc(F)cc1F)N1CCCC(c2nc(-c3cccs3)no2)C1 (centres undefined)	-14%	29	21%	3	4%	0%	10%

(listing goes on)
SMILES	Pf growth 96h	Shiga inhibitor	Pf growth 48h	Cycloheximide cs	Tb PYK inh	LmPK inhibitor	AmpC inh no detg
CN(N)N=Nc1nc2c([nH]1)c(=O)n(C)c(=O)n2C	19%	-6	8%	7	-6%	-4%	-17%
O=C(Nc1nnc(-c2ccco2)o1)C1CC1	?	18	-12%	1	3%	-4%	-34%
COc1ccc(OC)c(CCNC(=O)Cn2ccc3cc(S(=O)(=O)N4CCCC4)ccc32)c1	?	-11	?	-4	-3%	5%	-14%
COCCCNc1ncnc2nc[nH]c12	-20%	16	3%	2	-3%	-3%	-11%
c1ccc2nc(N3CCNCC3)ccc2c1	?	/	?	/	5%&-9%&6%	/	-11%
Cc1nn(Cc2noc(C(=O)NCCc3ccccn3)n2)c(C)c1Br	19%	-11	-6%	6	8%	6%	40%
NC(=O)C1CCN(C(=O)c2cnn(-c3ccccc3)c2NC(=O)c2ccco2)CC1	/	6	6%	3	3%	1%	3%
CCN(CC)S(=O)(=O)c1ccc(Cl)c(NC(=O)COc2ccc(OC)cc2)c1	13%	-11	0%	-3	-6%	5%	-27%
COCCn1c(SCC(=O)NCC2CCCO2)nc2c(c1=O)SC(C)C2 (centres undefined)	?	-5	-7%	-1	-8%	-4%	-1%
COc1ccc(S(=O)(=O)N2CCCC(C(=O)Nc3cccc(C(C)=O)c3)C2)cc1 (centres undefined)	52%[activator]	-2	?	-4	-2%	-3%	-22%
O=[N+]([O-])c1ccc(/C=N/NC(=S)Nc2ccc(Cl)cc2Cl)s1	3.3µM*	22	13µM*	11	-5%	-4%	14µM*
O=C(N/N=C/c1ccccc1)c1ccc(-c2ccccc2)cc1	69%[activator]	/	12%	7	-2%	6%	-27%
CC1CCN(C(=O)COC(=O)c2cccc(NS(=O)(=O)c3ccccc3)c2)CC1	1%	/	-6%	/	4%	/	-28%
Cc1ccc(OCCCC(=O)Nc2ccc(N3CCOCC3)cc2)cc1	?	-13	?	6	-12%	7%	17%
O=C(C1CCCCC1)N1CCCC(c2nc(-c3ccc(F)cc3)no2)C1 (centres undefined)	?	4	17%	-2	0%	-6%	30%
CN(CC(=O)NCc1ccc(F)cc1)S(=O)(=O)c1cccc2nsnc12	-14%	-6	0%	1	-3%	5%	-12%
Cc1cc(C)c(N=Cc2c(O)n(-c3nccs3)c(=O)c3ccccc23)c(C)c1	?	-7	?	-4	-2%	1%	2%
Cc1ccc(S(=O)(=O)NCc2ccco2)c(C)c1C	-16%	53	7%	-2	3%	-1%	-22%
Cc1cc(C(=O)Nc2ccccc2C(=O)O)c(C)o1	?	16	12%	-7	-11%	-6%	-28%
CC(=O)c1c(O)cc(C)n(Nc2nc(C)cc(C)n2)c1=O	?	28	12µM*	13	5%	5%	-5%
Cc1ccc(-n2cc(C(=O)c3ccccc3O)cn2)cc1	i	61*	-67%	53*	-8%	-26%	-22%
COC(=O)c1cn(Cc2ccccc2C)nn1	-7%	-3	8%	4	6%	-1%	-2%
COc1ccccc1N(CC(=O)N1CCN(c2ccccc2)CC1)S(=O)(=O)c1ccc(C)cc1	?	-8	?	-2	-11%	7%	90%[activator]
CC(=O)N(C)c1ccc(NC(=O)C(Sc2ccccc2)c2ccccc2)cc1 (centres undefined)	-27%	43*	?	18*	-5%	5%	149%[activator]
N#CC1(NC(=O)CSc2nnc(-c3ccccc3F)n2N)CCCCC1	13%	/	13%	/	-13%	/	-32%
COc1cc(CN2CCC(CO)(CCOc3ccccc3)CC2)cc(OC)c1	12µM*	-12	12µM*	-1	4%	2%	50%
COc1cc(OC)cc(-c2c(-c3ccc(F)cc3)c3cc(-c4cnc(OC)nc4)ccc3n2C)c1	4.7µM*	/	4.1µM*	/	6%	/	-23%
Brc1cccc(CNCc2cccs2)c1	47%[activator]	31	26%	15	-2%	-2%	-6%
Nc1nc(F)cc(NCc2ccccc2)n1	197%[activator]	32	11%	13	1%	-1%	-19%
Cc1cccc(NC(=O)CSc2nnc(Cn3nnc(-c4ccccc4)n3)n2-c2ccccc2)c1	?	11	?	-4	-11%	10%	-3%
CCOC(=O)CN(C(=O)CSc1nnc(-c2ccc(OC)c(OC)c2)o1)c1ccccc1	-28%	-12	?	-9	3%	8%	12%
CC(C)c1nnc(NC(=O)C2CCN(C(=O)c3ccco3)CC2)s1	-30%	40*	?	21*	-9%	-5%	-2%
CCCOC(=O)Oc1ccc2c(=O)c(Oc3cc(C)cc(C)c3)coc2c1	?	-2	27%	-3	2%	-1%	-30%
O=C(O)c1ccccc1SCC(=O)N1CCCCC1	32%[activator]	-13	3%	-2	-7%	6%	-7%
COc1ccc(-n2c(Cc3cccn3C)nnc2SCC(=O)N2CCCc3ccccc32)cc1	13%	-11	?	-4	-12%	-1%	121%[activator]
Cc1ccc(Sc2ccc(NC(=O)CCl)cc2)cc1C	0.83µM*	18*	1.5µM*	11*	-9%	1%	-18%
CC(=O)Oc1ccc(-n2c(=O)c3ccccc3c3ccccc3c2=O)cc1	?	6	10%	-1	0%	0%	-3%
Cc1c(Cl)cccc1N=c1c([N+](=O)[O-])nn(-c2ccccc2)n1O	?	-10	/	-4	3%	3%	-24%
CCOC(=O)c1cc(=O)n(-c2ccc(Cl)cc2C)[nH]1	-11%	-8	-6%	-1	-3%	-3%	-10%
O=C(c1cccnc1)N1CCN(C(=O)c2ccccc2F)CC1	/	-21	20%	-1	3%	-1%	-17%
O=C(O)CCNC(=O)c1ccc(N=Nc2ccc(O)c(C(=O)O)c2)cc1	16%	/	1%	/	1%	/	/
CC(/C=N/NC(=O)c1cccc(F)c1)=C\c1ccccc1	-3%	104*	?	51*	-6%	-7%	-43%
CC1CCCCN1C(=O)CN1C(=O)NC2(CCCCC2C)C1=O (centres undefined)	-25%	/	?	/	6%	/	-9%
COc1cc(/C=N/NC(=O)c2cccc(NC(=O)c3ccccc3)c2)ccc1O	13%	33*	-10%	13	5%	2%	?
Clc1ccccc1-c1ccc2ncnc(NCc3cccs3)c2c1	3.7µM*	/	5.9µM*	/	1%	/	-21%&-5%
Cc1nn(-c2cccc3cccnc23)c(=O)c2ccccc12	/	-17	7%	-2	2%	6%	-7%
O=C(N/N=C/c1cccs1)c1n[nH]c2c1CCCC2	47%[activator]	-21	14%	6	-21%	14µM*	-12%
Cc1cccc(-n2c(Cc3ccccc3)nnc2SCC(=O)N2CCOCC2)c1	4.1µM*	-9	/	1	-3%	13%	87%[activator]
Cc1ccc(Nc2nnc(-c3ccncc3)s2)c(Br)c1	?	26	?	27*	0%	3%	6%
CC(C)CN(C(=O)C1CCCO1)C1CCS(=O)(=O)C1 (centres undefined)	23%	/	9%	/	0%	/	-7%
Cc1cc(C(=O)NCc2ccccc2Cl)n(-c2ccccc2)n1	12%	-15	17%	-1	-17%	0%	0%
CCOC(=O)c1cc2c(C(F)(F)F)cc(-c3cccnc3)nc2o1	35%[activator]	-6	26%	-3	-8%	-2%	-13%
COc1cccc(OCCSc2nc(C)c(Cc3ccccc3)c(=O)[nH]2)c1	?	-6	1%	8	0%&-12%	1%	-28%
O=C(O)c1ccc(S(=O)(=O)N[C@@H](Cc2ccc(O)cc2)C(=O)O)cc1	3%	-7	12%	-9	/	/	-20%
Cn1c(SCC(=O)NC(=O)Nc2ccccc2)nnc1-c1ccncc1	0%	-3	7%	0	8%	-1%	-17%
O=C(CN1c2ccccc2S(=O)(=O)c2ccccc21)Nc1ccccc1F	?	-16	-8%	-7	0%	-6%	?
CCOC(=O)c1[nH]c(C)c(C(=O)N2CCN(C(=O)c3ccco3)CC2)c1C	37%[activator]	-2	-27%	2	1%	-2%	-19%
O=C(Cc1ccccc1)Nc1ccc(NC(=O)c2ccc(Br)cc2)cc1	?	/	-9%	-2	-3%	-1%	-9%
O=C(Nc1ccc(S(=O)(=O)Nc2nccs2)cc1)C1CC(=O)N(c2ccc(Cl)cc2)C1 (centres undefined)	11%	-11	-6%	-4	-8%	-7%	-38%
COc1ccc2o/c(=N\O)c(C(=O)Nc3ccccc3OC)cc2c1	/	27	23%	7	-1%	2%	-27%
COCCN1C=C(C(=O)OC)C(c2ccccc2Cl)C(C(=O)OC)=C1	-13%	-3	?	-4	1%	-11%	136%[activator]
Cc1cc(O)c(-c2ccno2)cc1Cl	-33%	-4	-21%	-4	-5%	7%	-8%
